CASP6 VEID inh: blocks human caspase-6 cleavage activity; 0.53% of 350,000 active; inhibition, % at 12.5 µM; purified caspase-6, Z-VEID-R110 cleavage fluorescence;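 active = mean inhibition across replicates at least about 35%, with every replicate also reaching that limit, limit read from the data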;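 also: 0% = median of neutral control wells and 100% = no fluorescence left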
Target sequence (P55212 24-179 limits assumed): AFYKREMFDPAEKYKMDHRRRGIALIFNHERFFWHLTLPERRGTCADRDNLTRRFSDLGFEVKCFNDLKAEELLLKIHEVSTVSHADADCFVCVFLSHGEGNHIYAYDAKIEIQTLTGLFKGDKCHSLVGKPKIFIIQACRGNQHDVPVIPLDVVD
Target sequence (P55212 194-293 limits assumed): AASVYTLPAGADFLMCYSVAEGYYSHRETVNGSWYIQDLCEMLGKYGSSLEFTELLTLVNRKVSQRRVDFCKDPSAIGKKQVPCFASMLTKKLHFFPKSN
LGR2 antag: Drosophila LGR2 receptor signaling inhibition | HEK293 LGR2, CRE-luciferase, bursicon-stimulated, 4 h | AID 720647 | 0.35% of 380,000 active | inhibition, % at 9.99 µM;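 active = drop in luminescence signal, shown as inhibition above about 50% in the replicate tests, limit read from the data, passing the limit was not always enough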;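 also: agonist challenge used bursicon conditioned medium at about half maximal strength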
miR-122 sensor: inhibitors of miR-122 in Huh7 cells | Huh7 miR-122 Renilla luciferase sensor, 48 h; neutral wells = 0, positive control = 100 | activation (reporter increase), % at 12.5 µM | 0.3% of 340,000 active | AID 602342;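 active = mean replicate activation score at least 90 and every replicate individually at or above 90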;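 also: higher luciferase means less miR-122 activity so hits act as miR-122 inhibitors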
PAX8 inh HTS: PAX8 transcriptional activity inhibition; inhibition, % at 12.6 µM; RMG-I TPO-luciferase reporter, SteadyGlo, 24 h; 1.2% of 360,000 active;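 active = mean replicate inhibition at least 60% with every replicate also reaching 60%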;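 also: luciferase light reporting Pax8 driven TPO promoter activity; plate controls were median of neutral control wells for no effect and mitoxantrone controls for full effect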
EWS-Fli inh: EWS/Fli transcriptional activity inhibition | A673 NR0B1-luciferase reporter, viability-normalised | inhibition, % at 12.6 µM | 0.67% of 350,000 active | AID 651661;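 active = mean inhibition of at least 50% after viability correction, with every replicate also passing that limit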;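 also: firefly luciferase signal divided by Alamar Blue viability fluorescence both relative to DMSO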
PGC1a acetyl inh: PGC1a acetylation modulation, inhibitor mode; U2OS PGC1a acetylation, AlphaScreen anti-acetyl-lysine; with virally co-expressed GCN5 acetyltransferase; 0.17% of 350,000 active; inhibition, % at 15.6 µM;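 active = every replicate shows inhibition of at least 40%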;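 also: 0% = neutral control wells and 100% = positive control wells; some results beyond the cut were filed as inactive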
Cneo AK release: Cryptococcus neoformans lysis via adenylate kinase release; C. neoformans lysis, adenylate kinase release luminescence, 4 h; normalised: neutral wells 0, clomiphene wells 100; AID 651654; lysis activity, % at 15 µM; 0.2% of 360,000 active;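 active = mean lysis activity across replicates of at least 80%, whatever share of replicates individually reach that level; inactive = mean lysis activity below 80%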
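Test system: log-phase Cryptococcus neoformans yeast cells; Quantity: yeast cell density of 5 × 10^6 cells/mL; Buffer or medium: YPD; Doses: single compound concentration per well; Timing: 4 h at 37 °C static, read 1 h later; Measured by: AK luminescence; Read-out basis: lysis from increased AK signal; Control set: Clomiphene as positive control.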
FN deposition inh: fibronectin deposition inhibition | inhibition, % at 12.6 µM | AID 743247 | 0.086% of 350,000 active | AH1F fibroblasts, Alexa488-fibronectin deposition fluorescence, overnight;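 active = mean inhibition across replicates of 30% or more, regardless of how many single replicates reach that level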;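 also: positive control wells lacked labelled fibronectin entirely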
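Material – AH1F fibroblast monolayer, labelled fibronectin deposition · Reagent – labelled fibronectin 24 nM · Timing – 1 h adhesion, overnight exposure · Measured by – fluorescence at 485 nm excitation, 525 nm emission · Read-out – inhibition of fibronectin deposition signal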
* = called active by the depositor; . = not tested or not shown; [ ] = remark or other dose. Not a hit list (roughly 2.5% active in at least one column).

Structure,CASP6 VEID inh,LGR2 antag,miR-122 sensor,PAX8 inh HTS,EWS-Fli inh,PGC1a acetyl inh,Cneo AK release,FN deposition inh
COc1cccc(CN2CCNC(=O)C2CC(=O)N(C)C2CCCCC2)c1 (stereo unspecified),4,11,-4,12,1,-4,1,-1
COc1cc(NC(=O)c2ccc(-c3cccc([N+](=O)[O-])c3)o2)ccc1NC(=O)C(C)C,-2,-20,-7,8,.,2,1,15
Cc1nn(CCCC(=O)NCCc2ccc(Cl)cc2)c(=O)c2nn(-c3ccccc3)c(C)c12,4,4,-1,5,5,-2,6,11
COc1cccc(NC(=O)N(C)C[C@@H]2Oc3cc(C#Cc4ccncc4)ccc3S(=O)(=O)N([C@@H](C)CO)C[C@H]2C)c1,3,-5,1[16.7 µM],.,14,-8,-7,.
CC1CN(C(=O)c2cccc(S(=O)(=O)NCc3ccccc3)c2)CC(C)O1 (stereo unspecified),-117,-8,-4,8,-6,1,-1,-22
O=S(=O)(Nc1ncccn1)c1ccc(F)cc1,-7,2,.,1,-1,.,1,-8
Cn1ccnc1C(=O)c1cc(SCC(=O)N2CCOCC2)nc2ccccc12,6,8,-5,4,2,13,.,-4
O=C(NC[C@@H]1CC[C@@H]2[C@@H](CN2Cc2nccs2)O1)C1CCC1,2,.,.,-33,2,1,.,.
CC(C)NC(=O)Nc1ccc2c(c1)C(=O)N([C@@H](C)CO)C[C@H](C)[C@H](CN(C)S(=O)(=O)c1ccccc1)O2,1,9,0[16.7 µM],3,-1,3,-3,-4
O=C(COC(=O)CCc1ccc(S(=O)(=O)N2CCOCC2)cc1)Nc1ccccc1[N+](=O)[O-],-1,-16,-8,6,11,-1,8,2
COC(=O)C[C@@H]1C[C@H]2c3cc(NC(=O)c4cccnc4)ccc3O[C@H]2[C@@H](CO)O1,-2,-5,-1[16.7 µM],12,-5,6,-7,-1
Cc1cccc(-c2ccc([C@@H]3[C@@H](CO)N4CCCCN(C(=O)c5ccc6c(c5)OCO6)C[C@H]34)cc2)c1,-4,9,4[16.7 µM],-11,8,0,1,.
O=C(Nc1nc2c(s1)CCCC2)c1cccc(S(=O)(=O)N2CCCc3ccccc32)c1,-2,15,.,10,1,.,.,-3
OC[C@@H]1[C@@H](c2ccc(-c3cccc(F)c3)cc2)[C@H]2CN(Cc3cncnc3)CCCCN12,.,11,2[16.7 µM],8,-9,5,-2,-1
C/C(Cn1nnc([N+](=O)[O-])n1)=N\NC(=O)c1ccc(O)cc1O,3,6,.,3,6,.,.,3
C[C@@H]1CCCCO[C@H](CN(C)Cc2ccc3c(c2)OCO3)[C@@H](C)CN([C@@H](C)CO)C(=O)c2cc(NC(=O)Nc3cccc4ccccc34)ccc2O1,.,-10,-16[16.7 µM],39,64*,-1,-1,.
COc1cccc(C(O)Cc2nc3ccccc3n2C)c1OC (stereo unspecified),-1,.,-6,7,-27,.,-2,-5
C/C=C/c1ccc([C@@H]2[C@@H](CO)N(C(=O)C3CC3)[C@H]2CN(C)C(=O)CC2CC2)cc1,.,7,-58[16.7 µM],1,7,-17,-1,-9
C[C@H]1CN([C@@H](C)CO)C(=O)Cc2cc(NC(=O)c3ccncc3)ccc2O[C@H]1CN(C)C(=O)Nc1ccc(C(F)(F)F)cc1,-3,5,14[16.7 µM],-6,-4,-1,0,.
CC(=O)N(CC(=O)N(CC(=O)O)c1ccc(Cl)cc1)c1ccc(Cl)cc1,-3,11,-3,10,-5,-1,2,-2
CCOc1cc(/C=C/C(=O)c2ccc(O)cc2)ccc1OCC(=O)N(C)C,.,34,0,29,9,9,1,2
CC1=CC(C)(C)N2C(=O)C3(C(C#N)=C(N)OC4=C3C(=O)CC(C)(C)C4)c3cc(C)cc1c32 (stereo unspecified),.,-14,1,.,.,-8,0,3
CCCCC(=O)Nc1ccc(C(=O)NNC(=O)CCc2ccccc2)cc1,-4,4,.,.,13,2,1,.
N#Cc1ccc(COC(=O)CSc2nnc(N)s2)cc1,2,-2,.,-5,-5,.,.,-2
CSCCC(NC(=O)c1ccco1)C(=O)NCc1ccc(F)cc1 (stereo unspecified),.,.,-14,13,.,-7,2,-8
N=C1C(c2nc3ccccc3s2)=C(O)CN1c1ccccc1,0,-6,.,-6,-24,.,.,.
C[C@@H]1CN([C@H](C)CO)C(=O)c2cc(-c3cccc(C#N)c3)cnc2O[C@@H]1CN(C)Cc1cccnc1,-1,-18,-3[16.7 µM],-31,0,-7,-1,-4
Nc1nc(N)nc(Cc2ccccc2O)n1,3,-9,2,-14,-2,6,1,0
COc1ccc(C2CC(=O)C(c3ccc(Br)cc3)=CN2Cc2ccccc2)cc1 (stereo unspecified),-2,-6,.,-15,0,.,.,-4
c1ccc(-c2csc3ncnc(N4CCc5ccccc5C4)c23)cc1,6,16,-4,33,17,-2,-3,-14
C[C@@H]1CN([C@H](C)CO)S(=O)(=O)c2ccc(-c3ccc(F)cc3)cc2O[C@H]1CN(C)Cc1cccc(F)c1,.,20,-3[16.7 µM],.,40,39,.,.
Cc1ccc(S(=O)(=O)Nc2ccc3c(c2)C(=O)N([C@@H](C)CO)C[C@@H](C)[C@H](CN(C)S(=O)(=O)c2ccc(F)cc2)OCCCC[C@@H](C)O3)cc1,0,27,-7[16.7 µM],27,-5,-21,-1,.
C[C@@H]1CCCCO[C@@H](CN(C)S(C)(=O)=O)[C@H](C)CN([C@H](C)CO)C(=O)c2cc(N(C)C)ccc2O1,-3,11,2[16.7 µM],-16,4,0,-7,.
COc1ccc(NC(=O)Nc2ccc3c(c2)[C@@H]2C[C@H](CC(=O)NCCc4ccccc4)O[C@H](CO)[C@@H]2O3)cc1,3,-2,9[16.7 µM],-3,-11,-4,21,.
COc1ccc(CCNC(=O)COC(=O)Cn2cnc3c2c(=O)n(C)c(=O)n3C)cc1,0,-4,3,-18,-1,1,5,-7
N#C[C@@H]1[C@@H](c2ccc(-c3ccncc3)cc2)[C@@H](CO)N1C(=O)Cc1ccccc1,-1,-13,.,-2,13,1,3,-5
OC[C@H]1[C@H](c2ccc(-c3ccccc3F)cc2)[C@@H]2CN(Cc3cccnc3)CCCCN12,-4,6,4[16.7 µM],-34,.,2,1,.
CO[C@@H]1CC[C@@H]2CCOc3c(C#N)cccc3C(=O)N(C)C[C@@H](OC)[C@@H](C)C(=O)N(C)C[C@@H]1O2,2,2,.,-7,8,.,7,9
CN1C(=O)c2cc(NC(=O)Cc3ccccc3)ccc2OC[C@@H]2O[C@H](CC(=O)NCC3CC3)CC[C@H]21,1,13,-25[16.7 µM],-1,-1,8,-2,0
Cc1noc(C)c1NC(=O)N(C)C[C@H]1Oc2ccc(NC(=O)Cc3ccccc3)cc2C(=O)N([C@@H](C)CO)C[C@@H]1C,3,25,4[16.7 µM],-25,.,-5,-3,.

Ordered by value in CASP6 VEID inh (low to high): some entries from above.
Structure	CASP6 VEID inh	LGR2 antag	miR-122 sensor	PGC1a acetyl inh
OC[C@H]1[C@H](c2ccc(-c3ccccc3F)cc2)[C@@H]2CN(Cc3cccnc3)CCCCN12	-4	6	4[16.7 µM]	2
C[C@@H]1CCCCO[C@@H](CN(C)S(C)(=O)=O)[C@H](C)CN([C@H](C)CO)C(=O)c2cc(N(C)C)ccc2O1	-3	11	2[16.7 µM]	0
N#C[C@@H]1[C@@H](c2ccc(-c3ccncc3)cc2)[C@@H](CO)N1C(=O)Cc1ccccc1	-1	-13	.	1
Cc1ccc(S(=O)(=O)Nc2ccc3c(c2)C(=O)N([C@@H](C)CO)C[C@@H](C)[C@H](CN(C)S(=O)(=O)c2ccc(F)cc2)OCCCC[C@@H](C)O3)cc1	0	27	-7[16.7 µM]	-21
CN1C(=O)c2cc(NC(=O)Cc3ccccc3)ccc2OC[C@@H]2O[C@H](CC(=O)NCC3CC3)CC[C@H]21	1	13	-25[16.7 µM]	8
CO[C@@H]1CC[C@@H]2CCOc3c(C#N)cccc3C(=O)N(C)C[C@@H](OC)[C@@H](C)C(=O)N(C)C[C@@H]1O2	2	2	.	.
Cc1noc(C)c1NC(=O)N(C)C[C@H]1Oc2ccc(NC(=O)Cc3ccccc3)cc2C(=O)N([C@@H](C)CO)C[C@@H]1C	3	25	4[16.7 µM]	-5

New compounds follow.
Structure,CASP6 VEID inh,LGR2 antag,miR-122 sensor,PAX8 inh HTS,EWS-Fli inh,PGC1a acetyl inh,Cneo AK release,FN deposition inh
CC1CCC(NC(=O)c2cc(S(=O)(=O)N3CCCCC3)c[nH]2)CC1 (stereo unspecified),3,21,10,0,4,-1,0,-1
O=C1[C@H]2[C@@H](c3ccccc3)N[C@]3(CCCN(Cc4ccc(F)cc4)C3=O)[C@H]2C(=O)N1Cc1ccccc1,11,-2,-4,8,-1,-6,-1,-4
O=C(O)c1cc2c(cc1NC(=O)c1c(F)cccc1F)OCCCO2,1,-30,-6,-2,1,-8,1,-3
COCC#Cc1ccc2c(c1)O[C@H](CN(C)C(=O)C1CCCCC1)[C@@H](C)CN([C@@H](C)CO)S2(=O)=O,-2,6,29[16.7 µM],7,12,-12,-5,.
CS(=O)(=O)Nc1cccc(C(=O)OCCCOc2ccc(F)cc2)c1,-1,-1,-14,9,-12,-1,-1,-4
C=CCn1cc(C(=O)OC)c(=O)c2cc(S(=O)(=O)N(CC)CC)ccc21,1,-4,.,.,4,1,-2,.
CCC(CC)C(=O)N(C)c1c(C)nc2c(OCc3ccc(F)c(F)c3)cccn12,.,0,0,-20,10,-3,2,-4
S=C1SCCCN1Cc1ccc(Cl)cc1,0,5,-4,13,4,3,-12,0

Reprinted at random: 6 records from the list, in no set order.
Structure,CASP6 VEID inh,LGR2 antag,miR-122 sensor,PAX8 inh HTS,EWS-Fli inh,PGC1a acetyl inh,Cneo AK release,FN deposition inh
CS(=O)(=O)Nc1cccc(C(=O)OCCCOc2ccc(F)cc2)c1,-1,-1,-14,9,-12,-1,-1,-4
CCC(CC)C(=O)N(C)c1c(C)nc2c(OCc3ccc(F)c(F)c3)cccn12,.,0,0,-20,10,-3,2,-4
O=C(O)c1cc2c(cc1NC(=O)c1c(F)cccc1F)OCCCO2,1,-30,-6,-2,1,-8,1,-3
C=CCn1cc(C(=O)OC)c(=O)c2cc(S(=O)(=O)N(CC)CC)ccc21,1,-4,.,.,4,1,-2,.
O=C1[C@H]2[C@@H](c3ccccc3)N[C@]3(CCCN(Cc4ccc(F)cc4)C3=O)[C@H]2C(=O)N1Cc1ccccc1,11,-2,-4,8,-1,-6,-1,-4
S=C1SCCCN1Cc1ccc(Cl)cc1,0,5,-4,13,4,3,-12,0

Screens as filed in PubChem BioAssay.
